From PubChem BioAssay
CHT PAM = allosteric activators of human choline transporter CHT. Q9GZV3. CHT-expressing cells, membrane potential dye, choline EC20; active compounds read high; LV-AA mutant CHT in HEK293 cells. B-score at 10 µM. hit rate 0.49% among 310,000;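 active means initial fluorescence not abnormally high and integrated response B-score, plate-corrected, over 3 SD above library mean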
Target sequence (Q9GZV3 whole entry, looked up): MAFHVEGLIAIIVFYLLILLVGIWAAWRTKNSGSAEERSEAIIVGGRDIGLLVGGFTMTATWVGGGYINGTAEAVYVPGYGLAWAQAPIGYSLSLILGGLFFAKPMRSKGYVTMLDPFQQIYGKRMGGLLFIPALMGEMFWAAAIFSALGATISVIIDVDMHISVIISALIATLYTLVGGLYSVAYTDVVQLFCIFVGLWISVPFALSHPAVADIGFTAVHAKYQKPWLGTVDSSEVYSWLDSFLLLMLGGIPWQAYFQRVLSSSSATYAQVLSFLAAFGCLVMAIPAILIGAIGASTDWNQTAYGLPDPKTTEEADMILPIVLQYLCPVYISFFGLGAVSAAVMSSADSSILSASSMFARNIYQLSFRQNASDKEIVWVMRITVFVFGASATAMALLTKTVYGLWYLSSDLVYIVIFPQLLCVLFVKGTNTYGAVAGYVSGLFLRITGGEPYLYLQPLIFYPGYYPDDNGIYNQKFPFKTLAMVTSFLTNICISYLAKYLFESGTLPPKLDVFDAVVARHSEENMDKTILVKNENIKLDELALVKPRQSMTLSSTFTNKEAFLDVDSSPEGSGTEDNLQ
OX1R antag = human HCRTR1 antagonism; O43613; CHO/OX1R cells, Fluo-8 calcium fluorescence, orexin A; inhibition, % at 5 µM; hit rate 0.43% among 330,000;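 active means inhibition above its plate's threshold, mean inhibition of all tested compounds on the plate plus 3 SD, cut at about 37% in these data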;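 further: 0% = orexin A challenge wells and 100% = SB-334867-A antagonist wells; not every result past the cut was called active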
Active calls of the source: *; i = inactive; / = not tested or not shown.

nr	Compound	CHT PAM	OX1R antag
1	C#CC(C)(C)NC(=O)c1ccccc1OC	i	-5
2	O=[N+]([O-])c1cc(/C=N/N2CCCCC2)ccc1Cl	i	-21
3	Cc1cc(C(=O)Nn2c(C3CCCCC3)nc3ccccc3c2=O)ccc1[N+](=O)[O-]	i	-20
4	O=C(COc1ccccc1)N=C1SC2CS(=O)(=O)CC2N1c1ccccc1 (stereo not given)	i	-8
5	CCc1ccc(-c2cc(C)no2)cc1S(=O)(=O)NCCc1ccccc1	i	18
6	Cc1[nH]c(=S)[nH]c(=O)c1CCC1OCCO1	i	0
7	CN1C(=O)/C(=C/c2ccc(-c3ccccc3[N+](=O)[O-])o2)SC1=Nc1ccc(Cl)c(C(=O)O)c1	i	0
8	O=C(CN1CCN(c2ccccc2O)CC1)NNC(=O)c1ccc(Cl)cc1	i	-12
9	O=C(Nc1cccc(F)c1)Nc1ccc(Cl)cn1	i	-19
10	COc1ccc(C(=O)C2CCCN(Cc3ccc4c(c3)OCCO4)C2)cc1F (stereo not given)	i	-23

The results go on.
nr	Compound	CHT PAM	OX1R antag
11	Cc1ccc(C(=O)N(C)Cc2nc3ccccc3c(=O)[nH]2)cc1NC(=O)c1ccco1	/	-14
12	C=CCn1c(=O)c2ccccc2n2c(SCC(=O)O)nnc12	i	-6
13	CCc1nc2sc3c(c2c(=O)n1N)CC(C)(C)OC3	i	-15
14	CC12CN(C(=O)c3ccccc3)C3(C#N)CC1CCC23C (stereo not given)	i	2
15	Cc1ccc(CN2C(=O)C3CCCN3c3ccc(S(=O)(=O)N4CCOCC4)cc32)cc1 (stereo not given)	i	-32
16	COc1ccccc1OCC(=O)NNC(=O)Nc1ccc(Cl)cc1	i	-42
17	C=CCNc1sc(C(=O)C2CC2)c(N)c1C#N	i	-7
18	Cc1cc(C)n(CCCNC(=O)c2ccc(S(=O)(=O)NCc3ccco3)cc2)n1	i	-14
19	C/C(=N\NC(=O)c1c[nH]c2ccccc12)c1ccccn1	i	-12
20	CNC(=O)COC(=O)c1cccnc1SC	i	6

Additional entries:
nr	Compound	CHT PAM	OX1R antag
21	O=C(/C=C/c1ccccc1F)c1cccc([N+](=O)[O-])c1	i	-18
22	CC1(c2cccc(Br)c2)NC(=O)N(CC(=O)NC2CCCCC2)C1=O (stereo not given)	/	-11
23	O=C(Nc1ccc(Oc2cccnc2)cc1)C1CCCCN1Cc1ccc(CO)o1 (stereo not given)	i	-17
24	CCOC(=O)c1c(NC(=O)CN2CCCCC2)sc(CN(C)C)c1-c1ccccc1	i	-17
25	Cc1ccc(CN2CCN(c3ccccn3)CC2)s1	i	-10
26	CC(C)C(c1nnnn1C1CCCC1)N(C)C1CCCCC1 (stereo not given)	i	-21
27	CC(O)[C@H]1CNC(=O)C(=O)N1CCc1cccc(F)c1 (stereo not given in full)	i	-13
28	Cn1c(CNC(=O)CNC(=O)c2ccccc2F)cc(=O)n(C)c1=O	i	-22
29	O=C(CCNS(=O)(=O)c1ccccc1Cl)OCc1nnc(-c2ccccc2Cl)o1	/	-15
30	Cc1cc(C)n2nc(SCC(=O)N(C)c3c(N)n(Cc4ccccc4)c(=O)[nH]c3=O)nc2n1	i	-10

New compounds follow
nr	Compound	CHT PAM	OX1R antag
31	COc1ccc(Cl)cc1NC(=O)COC(=O)Cc1cccs1	i	-8
32	CCCCN(C)C(=O)CC(NS(=O)(=O)c1ccc(NC(C)=O)cc1)C(C)C (stereo not given)	i	-15
33	CCOc1ccccc1NC(=O)c1ccccc1NS(C)(=O)=O	i	-23
34	COC(=O)/C(C#N)=C1/C=Cc2ccccc2N1C	i	-34
35	CCOc1ccc(-c2nc(CSCC(=O)N3CCN(C(=O)c4ccco4)CC3)c(C)o2)cc1	i	-30
36	CC(=O)NC1C(Oc2ccccc2C)OC2COC(c3ccco3)OC2C1O (stereo not given)	i	10
37	Cc1ccc(C2CC(c3cccc(Cl)c3)n3nc(N)nc3N2)cc1 (stereo not given)	i	4
38	COc1cccc(/C=N/NC(=O)Cn2ccnc2C)c1	i	-5
39	CCn1c(SCC(=O)Nc2ccc3c(c2)c2ccccc2n3CC)nnc1-c1ccco1	i	64*
40	Cc1cc(-c2nnc(CSc3nnc(NC(=O)c4ccc(C(C)(C)C)cc4)s3)o2)ccc1[N+](=O)[O-]	i	4

Other entries
nr	Compound	CHT PAM	OX1R antag
41	CN(C)C(=O)c1cc(C(=O)Cc2ccccc2)c[nH]1	i	-11
42	Nc1ccc(S(=O)(=O)Nc2nccc(/C=C/c3cccc(Br)c3)n2)cc1	i	-5
43	Cc1ccc(Nc2ccc(N)cc2S(=O)(=O)O)cc1	i	-3
44	O=C(COC(=O)Cn1cnc2ccccc21)Nc1cc(S(=O)(=O)N2CCOCC2)ccc1Cl	i	-19
45	O=C(Nc1cccc([N+](=O)[O-])c1)C12CC3CC(C1)CC(n1cnc([N+](=O)[O-])n1)(C3)C2	i	-21
46	Cc1c(C(=O)N2CCN(C(=O)c3ccco3)CC2)sc2nc(-c3ccc(F)cc3)cn12	i	-7
47	CCOc1ccccc1NC(=O)CCC(=O)Nc1ccccc1OCC	i	-15
48	CCOc1cc(NC(=O)c2ccccn2)c(OCC)cc1NC(=O)c1ccc(Cl)cc1	i	-26
49	O=C(NCc1ccncc1)C(=O)NCC1OCCN1S(=O)(=O)c1ccc(F)cc1 (stereo not given)	i	-20
50	N#Cc1nc(-c2ccc(Cl)cc2)oc1N1CCCCC1	i	-28

(next part)
nr	Compound	CHT PAM	OX1R antag
51	Cc1cccn2c(=O)c(C=C(C#N)C#N)c(N3CCN(c4ccccc4)CC3)nc12	i	/
52	COc1ccc(Cl)cc1NC(=O)CN1CCC(n2nnc3cc(C)ccc32)CC1	i	-26
53	CCN(CC)S(=O)(=O)c1ccc(C)c(NC(=O)COc2ccc(Cl)cc2Br)c1	i	-40
54	Cc1ccccc1OCCCn1c(CO)nc2ccccc21	i	-33
55	CCO[C@@H]1c2c(ccc3ccc(=O)oc23)OC(C)(C)[C@@H]1O	/	-1
56	O=C(N/N=C/c1ccc(-c2ccccc2[N+](=O)[O-])o1)[C@H]1C[C@@H]1c1ccccc1	i	-11
57	COc1ccccc1N(C(=O)CNC(=O)c1ccco1)C(C(=O)NC1CCCC1)c1ccncc1 (stereo not given)	i	-12
58	Cc1ccc(OCCn2cc(/C=C(\C#N)C(=O)NCC3CCCO3)c3ccccc32)cc1C (stereo not given)	i	-36
59	NC(=O)/C(=N\O)c1ccccc1	i	-2
60	Nc1nnnn1CC(=O)N/N=C/c1ccccn1	i	-6

Next section:
nr	Compound	CHT PAM	OX1R antag
61	O=C1CN(C(=O)CSc2nc(-c3ccc(Cl)cc3)cs2)c2ccccc2N1	i	-15
62	CCOC(=O)c1c(-c2cccc(C)c2)csc1NC(=O)c1c(-c2ccccc2)noc1C	i	-14
63	COc1ccc(NC(=O)c2ccco2)cc1NC(=O)COc1ccccc1[N+](=O)[O-]	i	-14
64	C[C@@H]1CN([C@@H](C)CO)C(=O)Cc2cc(NC(=O)Nc3cccc4ccccc34)ccc2O[C@@H]1CN(C)Cc1ccc(C(F)(F)F)cc1	/	-16
65	COC(=O)C(C)Sc1ncnc2c1nnn2-c1ccc(F)cc1 (stereo not given)	i	-9
66	COc1ccc(-c2nc(C#N)c(NCCCN(C)C)o2)cc1OC	i	-20
67	COCOc1ccc(-c2cc(=O)c3c(O)cc(OCOC)cc3o2)cc1	i	1
68	NC(=O)CC(NC(=O)c1ccccc1)c1ccc(NCCCN2CCCC2=O)c([N+](=O)[O-])c1 (stereo not given)	i	-5
69	COc1ccc(COC(=O)N/N=C(\C)CC(=O)NCc2ccc(Cl)cc2)cc1	i	-21
70	CC(=O)OC1c2c(ccc3ccc(=O)oc23)OC(C)(C)C1OC(=O)CC(C)C (stereo not given)	i	-62

(listing goes on)
nr	Compound	CHT PAM	OX1R antag
71	CCN1CCN(C(=O)N[C@@H](C(=O)N[C@@H]2C(=O)N3[C@@H]2SC(C)(C)[C@@H]3C(=O)O)c2ccccc2)C(=O)C1=O	i	-3
72	COc1ccc(N=C2SC(C(=O)Nc3ccc(OC)cc3)CC(=O)N2CCN2CCOCC2)cc1 (stereo not given)	i	-26
73	Cc1ccc(CN2C(=O)CCC2C(=O)NCc2ccc(F)cc2)cc1 (stereo not given)	i	-17
74	CCc1ccccc1NC(=S)NC1CC2CCC(C1)N2Cc1ccco1 (stereo not given)	i	-10
75	COc1ccc(C(CNC(=O)c2cccn2C)N2CCOCC2)cc1 (stereo not given)	/	-18
76	CCOC(=O)Nc1ccc(OCc2nnc3c4ccccc4c(C)nn23)cc1	i	-34
77	COc1ccc(-c2c(C#Cc3ccsc3)c3cc(Br)ccc3n2C)cc1	/	-6
78	O=C(CNCc1cccnc1)Nc1cc(C(F)(F)F)ccc1N1CCOCC1	i	-22
79	Cc1ccc(-c2csc(NC(=O)COC(=O)c3cccc(S(=O)(=O)N4CCOCC4)c3)n2)cc1	i	-2
80	O=C1C=C(N2CCCCCC2)C2(CCCCC2)O1	i	-12

Next compounds:
nr	Compound	CHT PAM	OX1R antag
81	COc1ccc(C(=O)c2c[nH]c(C(=O)NCC3CCCO3)c2)cc1 (stereo not given)	i	-13
82	O=C(Nc1ccc(S(=O)(=O)N2CCOCC2)cc1)C1CC(=O)N(c2ccc(F)cc2)C1 (stereo not given)	i	-12
83	COc1ccc(S(=O)(=O)NC(C)C(=O)N2CCCC2)cc1C (stereo not given)	i	/
84	CCOC(=O)CSC1=Nc2ccccc2C2=NC(CC(=O)NCc3ccc(OC)cc3)C(=O)N12 (stereo not given)	i	-17
85	O=C(c1ccc(-n2cccn2)cc1)N1CCc2ccccc2C1	i	-13
86	CN1CCN(S(=O)(=O)c2ccc(N3CCN(S(=O)(=O)c4cccs4)CC3)nc2)CC1	i	-14
87	CCOc1ccc(S(=O)(=O)N(CC(=O)NN=C2CCN(C)CC2)c2ccc(C)cc2)cc1	i	/
88	COc1ccc(-n2c(Cn3nc(C(F)(F)F)cc3C)n[nH]c2=S)cc1	i	-19
89	CN(c1ccc(Br)cc1)S(=O)(=O)c1ccc2[nH]cc(C(=O)NCCN3CCOCC3)c(=O)c2c1	i	-10
90	CCc1cc2cc(C)cc(C)c2nc1Cl	i	-7
91	CC(C)CCn1c(=O)c2ccccc2n2c(CCl)nnc12	i	-22
92	Cc1ccc(-n2[nH]c(C)c(/C=N/c3ccccn3)c2=O)cc1	i	5
93	CCOc1ccc(CCNC(=O)CCC(=O)N2CCOc3ccccc32)cc1OCC	i	-21

Compounds from the list above that contain a furan ring, fused or not, in the order listed:
nr	Compound	CHT PAM	OX1R antag
7	CN1C(=O)/C(=C/c2ccc(-c3ccccc3[N+](=O)[O-])o2)SC1=Nc1ccc(Cl)c(C(=O)O)c1	i	0
11	Cc1ccc(C(=O)N(C)Cc2nc3ccccc3c(=O)[nH]2)cc1NC(=O)c1ccco1	/	-14
18	Cc1cc(C)n(CCCNC(=O)c2ccc(S(=O)(=O)NCc3ccco3)cc2)n1	i	-14
23	O=C(Nc1ccc(Oc2cccnc2)cc1)C1CCCCN1Cc1ccc(CO)o1 (stereo not given)	i	-17
35	CCOc1ccc(-c2nc(CSCC(=O)N3CCN(C(=O)c4ccco4)CC3)c(C)o2)cc1	i	-30
36	CC(=O)NC1C(Oc2ccccc2C)OC2COC(c3ccco3)OC2C1O (stereo not given)	i	10
39	CCn1c(SCC(=O)Nc2ccc3c(c2)c2ccccc2n3CC)nnc1-c1ccco1	i	64*
46	Cc1c(C(=O)N2CCN(C(=O)c3ccco3)CC2)sc2nc(-c3ccc(F)cc3)cn12	i	-7
56	O=C(N/N=C/c1ccc(-c2ccccc2[N+](=O)[O-])o1)[C@H]1C[C@@H]1c1ccccc1	i	-11
57	COc1ccccc1N(C(=O)CNC(=O)c1ccco1)C(C(=O)NC1CCCC1)c1ccncc1 (stereo not given)	i	-12
63	COc1ccc(NC(=O)c2ccco2)cc1NC(=O)COc1ccccc1[N+](=O)[O-]	i	-14
74	CCc1ccccc1NC(=S)NC1CC2CCC(C1)N2Cc1ccco1 (stereo not given)	i	-10
